# Screens from PubChem BioAssay.
# EPAC1 ag = activates human EPAC1 exchange factor. O95398. EPAC1 agonist qHTS, biochemical assay; response scale: 100% = response to 6.5 mM cAMP. Potency, µM (highest dose often 154 µM), without a hit: at the highest dose activation, usual class: activators. 0.073% of 360,000 active; further: potency means the concentration at half of the fitted maximal effect; nearly all actives have a fitted effect of over 60% in size
#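 Multi-concentration qHTS readout: loss of Rap1B-bound BODIPY-GDP fluorescence driven by 100 nM EPAC1 with excess GDP (50 uM), monitored kinetically at room temperature; agonist response expressed relative to 6.5 mM cAMP.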
# WRN inhibitor = blocks human WRN helicase. AID 651768. 0.46% of 360,000 active. WRN helicase unwinding, fluorescent forked duplex, kinetic. Potency, µM (series often up to 114 µM), for inactives: top-dose activity change, negative = inhibition, hits mostly inhibitors. Q14191; further: potency means the concentration at half of the fitted maximal effect; on the % scale 0 is the no-effect control and ±100 the full control effect; nearly all actives have a fitted effect of over 55% in size
#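 Screening of the MLSMR collection measured strand separation of a quenched forked DNA duplex (100 nM) by 20 nM WRN with 2 mM ATP, all final. Compounds were preincubated with enzyme 15 min at room temperature.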
# EPAC2 ag = agonists of human EPAC2 (RAPGEF4); EPAC2 activation, biochemical qHTS; response scale: 100% = 6.5 mM cAMP response; Q8WZA2; AID 720711; 0.079% of 360,000 active; Potency, µM (series often up to 154 µM), for inactives: at the highest dose activation, hits mostly activators; further: potency means the concentration at half of the fitted maximal effect; nearly all actives have a fitted effect of over 50% in size
#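 qHTS, titration series. 100 nM EPAC2 / 250 nM Rap1B-BODIPY-GDP / 50 uM GDP; RT; ex 480/em 540 nm, 5-min reads to 30 min. Norm. to 6.5 mM cAMP = activation.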
# CCT chaperon mod = changes cytosolic chaperonin activity. purified chaperonin ATPase assay, HTRF ADP detection, 30 min. activity change, % (no concentration beside the values), hits read low. 0.3% of 360,000 active. AID 651819; in the data active means activity change below about -30%; further: on the % scale 0 is the no-effect control and ±100 the full control effect
#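 Enzyme 40 or 20 nM (batch-dependent) in Tris pH 7.4/KCl/MgCl2/DTT; cpd 76 uM single point; ATP 10 uM; 30 min 37 °C; Transcreener ADP HTRF detection, 30 min RT; ratio 665/615.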
# PLK1 PBD inh = inhibitors of human PLK1 polo-box domain binding; Potency, µM, inactives show max response, negative = inhibition, hits mostly inhibitors; Plk1 PBD binding of FITC phosphopeptide, fluorescence polarization; AID 720504; 2.8% of 360,000 active; P53350; further: potency means the concentration at half of the fitted maximal effect; series mostly up to about 57 µM; on the % scale 0 is the no-effect control and ±100 the full control effect; nearly all actives have a fitted effect of over 65% in size
# Target sequence (P53350 whole entry, looked up, the tested form may be a part): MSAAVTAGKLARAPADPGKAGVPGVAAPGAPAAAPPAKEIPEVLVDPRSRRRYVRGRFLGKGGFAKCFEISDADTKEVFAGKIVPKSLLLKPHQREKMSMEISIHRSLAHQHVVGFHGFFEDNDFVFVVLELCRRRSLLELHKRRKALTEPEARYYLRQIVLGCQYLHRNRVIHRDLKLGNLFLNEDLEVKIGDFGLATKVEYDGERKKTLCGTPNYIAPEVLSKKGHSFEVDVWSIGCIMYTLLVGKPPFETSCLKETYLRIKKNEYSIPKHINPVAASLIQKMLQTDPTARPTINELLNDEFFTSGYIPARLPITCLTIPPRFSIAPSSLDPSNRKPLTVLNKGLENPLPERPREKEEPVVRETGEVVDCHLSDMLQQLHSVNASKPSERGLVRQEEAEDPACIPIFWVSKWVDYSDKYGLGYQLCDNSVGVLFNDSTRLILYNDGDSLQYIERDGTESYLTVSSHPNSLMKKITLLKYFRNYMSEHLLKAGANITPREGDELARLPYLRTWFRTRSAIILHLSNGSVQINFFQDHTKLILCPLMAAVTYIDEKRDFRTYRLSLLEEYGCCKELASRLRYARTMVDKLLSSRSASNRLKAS
# IL2 activator = activates IL-2 in a cell-based reporter assay; IL-2 activation reporter assay, cell-based qHTS; stimulated with anti-CD3/CD4/CD28 beads; in transgenic mouse T cells; activation, % (series mostly up to about 46 µM); 0.065% of 360,000 active; AID 652025; in the data active means activation above about 50%; inconclusive means mostly about 30% to 49%; further: 0% is about no effect
#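 Readout is EGFP and DsRed signal by fluorescent plate cytometry after 18 h at 37 degrees C. Transgenic mouse T cells (750/well) received compound for 60 min before bead stimulation (anti-CD3, anti-CD4, anti-CD28); memory T cells served as non-tolerant control.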
# PI5P4K alpha inh = PI5P4K alpha (human) kinase inhibition | P48426 | PI5P4Kalpha enzyme, ADP-Glo luminescence, 60 min; hits give low values | max response, % | 1.2% of 330,000 active; active means max response of -50% or lower; inconclusive means between -30% and -50%; inactive means -30% or higher; further: value at the top dose of about 77 µM; on the % scale 0 is the no-effect control and ±100 the full control effect
# Target sequence (P48426 whole entry, looked up): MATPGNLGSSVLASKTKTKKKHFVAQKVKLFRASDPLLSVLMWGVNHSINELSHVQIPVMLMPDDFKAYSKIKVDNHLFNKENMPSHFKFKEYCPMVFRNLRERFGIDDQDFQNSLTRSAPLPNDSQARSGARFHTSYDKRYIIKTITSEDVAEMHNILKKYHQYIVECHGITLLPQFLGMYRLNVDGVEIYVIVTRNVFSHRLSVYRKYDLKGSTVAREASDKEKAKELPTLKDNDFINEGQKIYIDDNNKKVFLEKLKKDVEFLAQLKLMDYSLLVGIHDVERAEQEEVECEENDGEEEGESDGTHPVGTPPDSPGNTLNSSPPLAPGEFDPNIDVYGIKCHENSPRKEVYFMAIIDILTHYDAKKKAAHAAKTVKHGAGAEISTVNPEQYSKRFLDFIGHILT
#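 Controls without substrate or without enzyme flank wells where PI5P4Kalpha converts substrate using 5 microM ATP (final). Incubation lasts 60 minutes at room temperature; ADP formed is read by ADP-Glo luminescence.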
# EPAC1 antagonist = antagonists of human EPAC1 | O95398 | EPAC1 GEF assay, Rap1b-BODIPY-GDP exchange fluorescence | Potency, µM (top dose mostly 115 µM), without a hit: top-dose activity change, negative = inhibition, usual class: inhibitors | 0.14% of 360,000 active | AID 720709;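 further: potency means the concentration at half of the fitted maximal effect; plate controls were vehicle for no effect and positive control for full effect; nearly all actives have a fitted effect of over 50% in size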
# * hit, by the source's call; ? = inconclusive; nt = no result given; [ ] = another dose, or the depositor's remark. Unless noted, the call rests on the fitted dose curve; in most records, active means well fitted curve in the direction sought with a large enough effect; inconclusive means small, poorly fitted or top-dose-only effect, or another doubt; inactive means no such curve, though single readings can be large; an effect the other way counts as inactive or inconclusive.
SMILES,EPAC1 ag,WRN inhibitor,EPAC2 ag,CCT chaperon mod,PLK1 PBD inh,IL2 activator,PI5P4K alpha inh,EPAC1 antagonist
COc1ccc(/C=C/C(=O)O)cc1S(=O)(=O)NCc1ccco1,-7%,-3%,-5%,-3.8,0%,-1.2,-10,-3%
Cc1cc2oc(=O)cc(-c3cc4ccccc4o3)c2cc1O,-13%,-25%,5%,3.2,-9%,0.5,-22,-17%
COc1cccc(C2c3cc4c(cc3OC(C)(N3CCCC3)C2C)OCO4)c1O (stereo unspecified),-2%,3%,0%,0.2,4%,-2.6,7,-11%
COc1ccc(N2CCN(C(=O)COC(=O)c3ccc(OC(F)F)cc3)CC2)cc1,3%,1%,8%,2.0,1%,1.1,0,-24%
CCCCN1C(=O)C(CC(=O)NC(c2ccccc2)c2ccccc2)CC(C(=O)N2CCCCCC2)=C1C (stereo unspecified),-7%,2%,8%,-0.7,0%,-0.4,-1,18%
O=C(N/N=C/c1ccc(Br)s1)c1cccnc1,-4%,-22%,4%,-3.8,-11%,-4.8,-6,-5%
Cc1ccc(S(=O)(=O)N2CCCOC2CNC(=O)C(=O)NCc2ccco2)cc1 (stereo unspecified),0%,-3%,2%,-1.7,2%,1.5,-2,-1%
Cc1ccc(C(=O)NCc2nc3ccccc3[nH]2)o1,-6%,3%,1%,-1.1,-11%,-2.6,-17,-29%
CCSc1nc2c(c(=O)[nH]1)C(c1ccc(C)cc1)C1=C(CCCC1=O)N2 (stereo unspecified),-2%,9%[57.1 µM],-7%,-1.8,-17%,-0.4,-1,-3%
CCN(CC)S(=O)(=O)c1ccc(N2C(=O)Nc3ccccc3N2O)cc1,4%,-19%,0%,-2.3,-14%,1.2,1,0%
COc1ccc(C)cc1NC(=O)C(C)N1CCOCC1 (stereo unspecified),-5%,3%,2%,1.6,2%,-1.5,1,5%
CC1(C(=O)Nc2ccc3c(c2)OCCO3)CCN1Cc1ccc(-c2ccccn2)cc1 (stereo unspecified),-9%,-3%[57.1 µM],-11%,0.8,4%,-0.6,-2,5%
C[C@H](NC(=O)N1CCn2c1nc1ccccc12)C(=O)NCC1CCCO1 (stereo partly specified),-11%,16%,-2%,1.1,-4%,-1.4,4,2%
COCCCNC(=O)c1c[nH]c2ccc(S(=O)(=O)N(C)c3ccccc3C)cc2c1=O,4%,1%[57.1 µM],-3%,-1.2,-5%,0.7,0,-30%
Cc1nnc(SCC(N)=O)n1CC1CCCO1 (stereo unspecified),-13%,5%,-9%,-1.8,-4%,-1.5,0,-18%
COCCCNC(=O)Cn1cc(/C=C(\C#N)C(=O)NC2CCCC2)c2ccccc21,-7%,4%,6%,0.4,1%,-2.2,-1,4%
COc1ccc(C=C2SC(=S)N(CCCN3CCOCC3)C2=O)c(OC)c1,-9%,1%,0%,0.8,7%,-3.9,-13,20%
COc1cccc(C(NC(=O)c2ccccc2F)NC(=O)c2ccccc2F)c1,6%,-4%,6%,1.1,-4%,-2.5,-1,12%
CC(c1nnc(SCC(=O)c2c(N)n(C3CC3)c(=O)[nH]c2=O)n1-c1ccc(F)cc1)N(C)C (stereo unspecified),-4%,3%,5%,1.3,-17%,1.0,-2,-25%
N#CCCN(Cc1ccccc1)C(C(=O)NC1CCCCC1)c1cc2ccccc2o1 (stereo unspecified),4%,-7%,8%,-0.4,-1%,-0.7,5,-4%

# In another format: results already given
Compound	EPAC1 ag	WRN inhibitor	EPAC2 ag	CCT chaperon mod	PLK1 PBD inh	IL2 activator	PI5P4K alpha inh	EPAC1 antagonist
CC1(C(=O)Nc2ccc3c(c2)OCCO3)CCN1Cc1ccc(-c2ccccn2)cc1 (stereo unspecified)	-9%	-3%[57.1 µM]	-11%	0.8	4%	-0.6	-2	5%
C[C@H](NC(=O)N1CCn2c1nc1ccccc12)C(=O)NCC1CCCO1 (stereo partly specified)	-11%	16%	-2%	1.1	-4%	-1.4	4	2%
COCCCNC(=O)c1c[nH]c2ccc(S(=O)(=O)N(C)c3ccccc3C)cc2c1=O	4%	1%[57.1 µM]	-3%	-1.2	-5%	0.7	0	-30%
Cc1nnc(SCC(N)=O)n1CC1CCCO1 (stereo unspecified)	-13%	5%	-9%	-1.8	-4%	-1.5	0	-18%
COCCCNC(=O)Cn1cc(/C=C(\C#N)C(=O)NC2CCCC2)c2ccccc21	-7%	4%	6%	0.4	1%	-2.2	-1	4%
COc1ccc(C=C2SC(=S)N(CCCN3CCOCC3)C2=O)c(OC)c1	-9%	1%	0%	0.8	7%	-3.9	-13	20%
COc1cccc(C(NC(=O)c2ccccc2F)NC(=O)c2ccccc2F)c1	6%	-4%	6%	1.1	-4%	-2.5	-1	12%
CC(c1nnc(SCC(=O)c2c(N)n(C3CC3)c(=O)[nH]c2=O)n1-c1ccc(F)cc1)N(C)C (stereo unspecified)	-4%	3%	5%	1.3	-17%	1.0	-2	-25%
N#CCCN(Cc1ccccc1)C(C(=O)NC1CCCCC1)c1cc2ccccc2o1 (stereo unspecified)	4%	-7%	8%	-0.4	-1%	-0.7	5	-4%

# Later entries:
SMILES,EPAC1 ag,WRN inhibitor,EPAC2 ag,CCT chaperon mod,PLK1 PBD inh,IL2 activator,PI5P4K alpha inh,EPAC1 antagonist
O=C1CC(NNC(=O)c2cccc(F)c2)C(=O)N1 (stereo unspecified),13%,-2%,8%,-1.4,-4%,-0.2,0,-1%
COc1cc(C(=O)Nc2ccc3c(c2)OCO3)ccc1-n1cnnn1,4%,-12%,6%,-1.1,-4%,1.4,nt,-8%
CCN(CC)c1ccc([N+](=O)[O-])cc1C(=O)O,-6%,-10%,0%,0.0,1%,0.6,3,8%
Cc1cc(C)nc(NS(=O)(=O)c2ccc(NC(=O)Nc3ccccc3)cc2)n1,3%,-3%,8%,0.2,-2%,0.3,2,-11%
CCN1C(=O)[C@@H]2[C@H](C1=O)[C@@H]1C(=O)Nc3ccccc3C(=O)N1[C@@H]2c1cccc(Cl)c1,10%,8%,3%,-1.2,-3%,0.1,-2,-2%
Cc1nnc(SCC(=O)N(C)C2CCS(=O)(=O)C2)n1Cc1ccccc1 (stereo unspecified),1%,2%,11%,-3.8,4%,1.4,-7,1%
CC1CCCN(C(=O)C2CCN(S(=O)(=O)c3cccc4nonc34)CC2)C1 (stereo unspecified),5%,1%[57.1 µM],5%,0.1,5%,0.9,8,-3%
COc1cccc(OC)c1OCCCNC1CCCC1,3%,-4%,4%,1.1,-6%,-0.9,4,15%
Cc1ccc(N(CC(O)COCc2ccco2)S(=O)(=O)c2ccc(C)cc2)cc1 (stereo unspecified),3%,?,-13%,-0.4,-29%,-0.4,nt,-27%
O=C1Cc2cccc3cccc1c23,10%,-2%,-8%,2.5,-7%,0.8,nt,5%
Cc1ccc(OCc2cc(C(=O)N3CCC(C(O)C(C)C)CC3)no2)cc1C (stereo unspecified),-6%,-4%,-3%,0.4,-1%,-0.9,-1,11%
Cc1ccc(/C=c2\sc3nc(-c4ccco4)nn3c2=O)o1,-16%,56µM*,6%,1.5,9.5µM*,-0.3,-69*,?
CCOC(=O)c1ccc(NC(=O)CSc2nnc(NC(=O)c3ccc(S(=O)(=O)N4CCOCC4)cc3)s2)cc1,-4%,-10%,-13%,0.8,-8%,1.1,5,-14%
O=C(OCCN1C(=O)c2cccc3c(N4CCOCC4)ccc(c23)C1=O)c1ccccc1Cl,-11%,-2%,?,-24,?,10,-7,?
Cc1cc(C)cc(OCC(=O)Nc2cccc(S(=O)(=O)NC3=NCCC3)c2)c1,12%,3%,6%,-1.7,-8%,0.1,0,-28%
COc1ccc(C(=O)O)cc1S(=O)(=O)Nc1ccccc1Cc1ccccc1,8%,-4%,1%,-1.6,0%,0.0,15,11%
CCC(O)(c1ccc(OC)cc1)C(CN1CCOCC1)c1ccccc1 (stereo unspecified),-1%,6%,9%,-0.1,1%,0.6,-8,5%
CCC1CCCCN1C(=O)c1ccc(OC2CCN(C(=O)CCOC)CC2)cc1 (stereo unspecified),7%,4%,-3%,1.2,-17%,-0.2,0,-2%
CCCC(=O)Nc1nnc(-c2ccc3c(c2)OCCO3)o1,9%,0%,11%,-0.8,?,-1.4,-2,6%
CCc1cccc(Nc2cnn(C34C[C@@H]5C[C@@H](CC(CC(=O)O)(C5)C3)C4)c(=O)c2Cl)c1,8%,6%,6%,1.6,-9%,-0.3,-3,-22%
Cc1ccc(OC(C)C(=O)N(C)c2ccccc2)c([N+](=O)[O-])n1 (stereo unspecified),1%,-2%,6%,1.5,4%,-0.6,3,-11%
CC(C)NC(=O)C1C(c2ccccc2)=Nc2ccccc2N1C(=O)c1ccc(C(F)(F)F)cc1 (stereo unspecified),-5%,-3%,6%,nt,-13%,-0.5,-6,-12%
CCCCCN=CC1=C(O)CC(c2ccccc2)CC1=O (stereo unspecified),9%,-1%,0%,-3.3,-13%,1.2,-1,1%
O=C(NCc1cccnc1)c1cc([N+](=O)[O-])ccc1N1CCOCC1,-5%,1%,-3%,-1.0,3%,-1.5,1,-29%
Cc1cn([C@H]2C[C@H](O)[C@@H](CNCc3ccc(Oc4cc(-n5cccn5)ncn4)cc3)O2)c(=O)[nH]c1=O,6%,1%,1%,0.5,-2%,0.1,1,4%
COCCCNC(=O)CN(c1cc(Cl)cc(Cl)c1)S(C)(=O)=O,-3%,2%,-2%,-0.9,-2%,0.3,nt,4%
COC(=O)CN(c1cc(Cl)ccc1OC)S(=O)(=O)c1ccc(OC)c(OC)c1,0%,1%,12%,0.6,-6%,-0.1,5,-1%
CC(C)N1CCC(C)(C(=O)Nc2cccc(Oc3ccccc3)c2)C1 (stereo unspecified),1%,3%,1%,1.1,-2%,1.6,6,5%
O=C(CCn1nc(-c2ccc(Cl)cc2)ccc1=O)NCCCN1CCCCCC1,-4%,8%,0%,-10,-15%,-0.5,-3,5%
COc1cc2c(cc1OC)C(C)N(C(=O)c1cc3c(s1)-c1c(C)cccc1OC3)CC2 (stereo unspecified),11%,1%,10%,-1.5,4%,-3.9,-6,-3%
Cc1ccc(NC2=CC(=O)CC(c3ccccc3)C2)cc1 (stereo unspecified),-4%,0%,-6%,0.0,0%,0.8,-3,22%

# An excerpt. The share of hits here may be higher or lower than overall.
